HSF1 inh: HSF1 inhibition. activity change, negative = inhibition, % at 7.5 µM (by protocol). hit rate 0.77% among 300,000. NIH3T3-HGL HSE-luciferase, MG132-induced, luminescence 8 h; active compounds read low;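 active = more than half of replicate wells show activity change below -50%, luminescence cut by over half; inconclusive = some wells, but at most half, below -50%; inactive = no replicate well below -50%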;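 note: luciferase reports HSF-1 transcriptional activity via heat shock element; 0% = median of DMSO wells and -100% = zero luminescence signal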
IEC-6 tox: IEC-6 cytotoxicity, counter-screen for KLF5 inhibitors; luminescence viability; inhibition, % at 5 µM; hit rate 0.78% among 290,000; AID 1825; in the data active = inhibition above about 22%;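 note: 0% = plate median of test compound wells and 100% = cytotoxic reference compound wells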
HSP90 inh: blocks HSP90-mediated luciferase refolding in reticulocyte lysate; Rabbit reticulocyte lysate, luciferase refolding luminescence, 3 h; inhibition, % at 5.6 µM; hit rate 0.91% among 290,000; AID 1789;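 active = inhibition above the screen-wide mean plus 3 SD, computed separately per campaign, cut at about 16% in these data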;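 note: 0% = DMSO wells and 100% = 60 µM geldanamycin wells; inhibitors lower the luminescence because luciferase stays unfolded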
Platelet DG rel: modulates dense granule release in human platelets; human platelet-rich plasma, SFLLRN dense granule ATP release, luminescence; inhibition, %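 (compounds screened at 7.5 µM in platelet-rich plasma)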; hit rate 0.22% among 300,000;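 active = mean replicate score, as percent of positive control, at or above 50; inconclusive = mean below 50 but at least one replicate at or above 50; inactive = mean and every replicate below 50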
AI-2 QS modul: modulators of Vibrio harveyi AI-2 quorum sensing system | Vibrio harveyi JMH597 AI-2 luminescence/OD600 ratio, 9 h; active compounds read low; strain lacks LuxN and CqsS sensors; 0 = neutral-control median | activity change, % at 7.5 µM | hit rate 0.4% among 300,000; in the data active = activity change below about -75%, passing the limit was not always enough; inconclusive = no clear call, values can overlap the other calls;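 note: luminescence divided by OD600 gain over 9 h not by final OD600 alone; inactives centre near 13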
aSyn 5UTR inh: 5' untranslated region of α-synuclein, MLPCN primary screen | hit rate 0.82% among 300,000 | inhibition, % (tested at 7.5 µM) | alpha-synuclein 5'UTR reporter, inhibitor activity; in the data active = inhibition above about 60%; inconclusive = no clear call, values can overlap the other calls;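 note: H4 neuroglioblastoma cells stably carrying SNCA 5'UTR luciferase fusion; 0% = DMSO wells and 100% = positive control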
HSF-1 act: increases HSF-1 driven luciferase reporter signal. hit rate 1.7% among 300,000. AID 504408. NIH3T3-HGL HSF-1 luciferase reporter, MG132, 8 h; 100% = twice DMSO control signal. activation, % at 9 µM;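 active = mean replicate activation of at least 50% with a set share of replicates each reaching 50%; inconclusive = only one of those two conditions met; inactive = mean below 50% and too few replicates reaching it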;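 note: 0% = median of the neutral control wells and 100% = twice that signal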
HDAC3 inh: inhibitors of human histone deacetylase 3; O15379; recombinant HDAC3, fluorogenic peptide/trypsin coupled, fluorescence; inhibition, % at 8.3 µM; hit rate 0.15% among 320,000; AID 2718; in the data active = inhibition above about 26%, passing the limit was not always enough; inconclusive = no clear call, values can overlap the other calls
Target sequence (O15379 whole entry, looked up): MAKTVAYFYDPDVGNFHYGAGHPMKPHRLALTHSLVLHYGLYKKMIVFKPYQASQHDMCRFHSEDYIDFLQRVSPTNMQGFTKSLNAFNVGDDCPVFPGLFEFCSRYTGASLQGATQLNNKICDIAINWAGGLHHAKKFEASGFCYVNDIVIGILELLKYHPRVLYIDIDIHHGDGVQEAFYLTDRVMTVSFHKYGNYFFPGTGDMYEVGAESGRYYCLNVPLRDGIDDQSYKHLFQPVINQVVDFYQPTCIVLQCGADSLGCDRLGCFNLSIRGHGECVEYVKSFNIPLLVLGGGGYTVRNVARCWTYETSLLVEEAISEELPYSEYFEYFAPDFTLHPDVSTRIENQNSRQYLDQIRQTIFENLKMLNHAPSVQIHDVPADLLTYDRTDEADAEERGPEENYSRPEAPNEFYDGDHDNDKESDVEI
HIF activator: HIF pathway transcriptional activation. U2OS HRE-luciferase reporter, luminescence; normalized: DMSO 0%, desferrioxamine 100%. activation, % at 7.5 µM (by protocol). hit rate 0.32% among 300,000;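 active = mean activation of at least 10% of the iron chelator positive control signal, with at least half of replicates also reaching 10%; inconclusive = mean and replicate majority disagree about reaching 10%; inactive = mean and most replicates under 10%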
KLF5 inhibitor: inhibitors of KLF5 expression; DLD-1 KLF5 promoter-luciferase reporter, luminescence; inhibition, % at 5 µM; hit rate 0.23% among 290,000; AID 1700;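 active = inhibition above a per-plate limit of that plate's mean compound inhibition plus 3 SD, cut at about 60% in these data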;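 note: 0% = DMSO wells and 100% = LY294002 at 200 µM; higher means less KLF5 promoter-driven luciferase light; inactives centre near -14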
Active calls of the source: *; ? = inconclusive; . = no result given.

Under each structure: HSF-1 act	HSP90 inh	HDAC3 inh	KLF5 inhibitor	aSyn 5UTR inh	HSF1 inh	IEC-6 tox	Platelet DG rel	HIF activator	AI-2 QS modul
Cc1ccccc1N(CC(=O)NCCSCc1ccco1)S(C)(=O)=O
  -5	-1	5	-22	17	-5	-5	-4	.	2
O=C(Cc1ccccc1[N+](=O)[O-])N1CCc2ccccc2C1
  17	-1	10	-12	-103	5	5	-3	0.7	-8
Cc1cccc(N2C(=O)C(CC(=O)Nc3cccc(F)c3)N(CCc3ccncc3)C2=O)c1 (stereo not drawn)
  -1	1	-1	-16	1	4	-2	0	0.2	14
S=C(NCCN1CCOCC1)Nc1ccccc1Cl
  1	3	0	-16	-8	1	-5	-19	0.3	-5
C=CCn1c(C(c2ccccc2)c2ccccc2)n[nH]c1=S
  16	-2	0	-21	-8	0	-2	8	0.2	28
O=C(CSc1cccc2cccnc12)NCc1ccco1
  4	5	-17	-2	1	-1	-8	12	0.4	1
CCN(c1ccc(F)cc1)S(=O)(=O)c1cccc2nsnc12
  1	-1	2	-22	1	-8	-2	5	0.2	23
COC(=O)c1ccc(NCC(=O)Nc2cc(C)cc(C)c2)cc1
  -36	-3	6	-21	13	-25	-4	2	0.8	12
COc1cc(/C=C/C(=O)OCC(=O)N2CCC(Cc3ccccc3)CC2)ccc1O
  26	2	1	-1	-26	5	-1	10	-2.7	5
CCc1ccc(Nc2ncnc3nc[nH]c23)cc1
  30	4	3	-111	-70	9	3	2	0.5	-17
COc1ccc(-n2nc(C(=O)NCC(=O)N3CCC(C(N)=O)CC3)c3ccccc3c2=O)cc1OC
  2	0	0	3	-5	-5	-1	15	0.2	34
CN(C)CCn1c2c(c(SCC(=O)NCc3ccccc3)nc1=O)CCCC2
  10	.	-3	.	22	-3	.	0	-0.7	2
Cc1cc(/C=N/n2c(COc3ccccc3)nc3ccccc3c2=O)c(O)c([N+](=O)[O-])c1
  3	-2	3	-21	13	-1	0	-2	15*	-12
CCCCNC(=O)[C@H]1C[C@H]1[C@@H](O)[C@H](CO)NC(=O)[C@H](COCc1ccccc1)NC(=O)OC(C)(C)C
  -11	-3	-1	-14	4	-7	-3	2	0.1	-2
c1ccc(CSc2ncn(-c3ccccc3)n2)cc1
  46	-2	2	-211	-138	20	-2	1	2.1	-63
C=CCOc1ccc(C2NC(=S)NC(c3ccccc3)=C2C(C)=O)cc1OC (stereo not drawn)
  1	1	-3	-5	26	-1	16	-7	-0.3	-25
COc1ccccc1N=C1NC(=O)/C(=C/c2ccc(N(C)C)cc2)S1
  20	-1	2	15	-194	12	13	-13	2.8	37
C=C1CCN([C@H](C(=O)NCc2ccc(OC)cc2)C(C)C)S(=O)(=O)c2ccccc21
  6	.	4	.	-5	6	.	-1	0.1	20
CN(/N=C/c1ccccc1)C(=S)c1ccccc1
  9	.	3	.	7	-1	.	-4	0.0	-4
COC(=O)C1C(O)C(C)C(O)C(C)(O)/C=C\C=C(/C)C(=O)Nc2c(C)c(OC(C)=O)c3c(c2O)C(=O)C(C)=C2OCOC(=C23)/C(C)=C/C(C)(O)C(O)C(C)C1O (stereo not drawn)
  8	2	11	-10	19	-5	-2	-1	-1.4	-160*
CCn1nc(C)c(Oc2ccccc2O)c1C
  25	0	-1	-17	-15	5	-1	0	0.0	22
CCOC(=O)CSc1nnc(Cn2nnc3ccccc32)n1-c1ccc(F)cc1
  2	-2	-3	5	6	-5	-4	-5	-0.1	36
COc1ccc(-c2cnnc(N/N=C/C(C)=C/c3ccccc3)n2)cc1
  5	3	2	-2	-9	-5	11	-14	0.0	7
Cc1cccc(N2CCN(S(=O)(=O)c3c(C)[nH]c(C)c3C(=O)N3CCCCC3)CC2)c1C
  15	1	6	4	25	4	2	3	0.6	24
CCOC(=O)C(=O)Nc1ccc(S(=O)(=O)Nc2ncccn2)cc1
  -16	-1	-9	-25	-9	-10	-1	-1	-0.2	26
O=C(Nc1ccc(C(=O)N2CCOCC2)cc1)c1cccc([N+](=O)[O-])c1
  -12	-1	-2	-8	19	5	-2	-6	-0.5	9
CCC(C)(C)NC(=O)C(c1ccc(OC)cc1)N(C(=O)CCC(=O)Nc1cc(C)on1)c1cccc(OC)c1 (stereo not drawn)
  23	-2	7	-29	3	1	4	-2	-0.4	19
FC(F)(F)c1nc2ccccc2n2c(-c3ccc(Cl)cc3)nnc12
  -1	-1	-12	-12	108*	1	0	-6	-0.2	7
Cc1c(NC(=O)CSc2nc(-c3ccco3)cc(C(F)(F)F)n2)c(=O)n(-c2ccccc2)n1C
  10	1	11	-14	19	1	0	0	-15	5
Cc1ccc(C(=O)COC(=O)CNC(=O)CNC(=O)c2ccc(C)cc2)cc1
  -10	0	-3	-18	-35	-6	3	11	-0.2	10
CCc1ccc(S(=O)(=O)NCCc2cn3cccc(C)c3n2)s1
  18	-1	4	1	-8	-6	3	0	0.1	41
CC[C@H](C)[C@H](NC(N)=O)C(=O)Nc1ccc(NC(C)=O)cc1
  -6	0	.	-23	18	0	-1	5	-0.3	17
CCS(=O)(=O)NCc1csc(-c2ccccc2)n1
  -4	-2	1	-7	-45	2	3	-2	2.0	8
CN1CCN(C(=O)CCN2C(=O)c3ccccc3S2(=O)=O)CC1
  -7	.	-5	.	14	-4	.	12	-0.2	28
COc1ccccc1NC(=O)N1CCN(c2ccc3nnc(-c4ccc(F)cc4)n3n2)CC1
  -11	-4	4	-9	16	-5	-1	-2	-0.2	14
O=C(COC(=O)C12CC3CC(CC(C3)C1)C2)NC12CC3CC(CC(C3)C1)C2
  35	-1	3	15	-10	9	-2	-1	-2.1	16
CC(=O)c1cc(N2CCOCC2)ccc1[N+](=O)[O-]
  -2	-1	.	-6	9	-3	4	-2	-0.7	3
COc1ccccc1N(CC(O)Cn1nc(C)cc1C)S(=O)(=O)c1ccccc1 (stereo not drawn)
  9	-2	7	-7	26	3	-4	8	0.3	15
O=[N+]([O-])c1ccc(COc2ccc(Br)cc2CN2CCOCC2)cc1
  21	1	1	-9	29	10	1	-5	0.7	0
NC(=O)CSc1nnc(COc2ccccc2)n1Cc1ccco1
  -18	0	4	-13	5	-3	-8	0	-0.2	8
CCN1CCN(CC(=O)N2N=C(c3cccs3)CC2c2ccc(OC)c(OC)c2)C(=O)C1=O (stereo not drawn)
  -5	-3	7	-9	-4	-6	-2	4	0.1	10
COc1ccc(Oc2nc(-c3cccnc3)nc3ccccc23)cc1
  11	-1	9	-16	-2	5	2	-9	-0.9	15
COc1cc(NC(C(=O)Nc2cccc(C(C)=O)c2)c2ccccc2)cc(OC)c1OC (stereo not drawn)
  24	0	0	-3	1	10	-1	-4	1.1	25
O=C(Nc1cccc(-c2cccc(Cl)c2)c1)C1CCN(C2CCC2)CC1
  3	-6	6	-24	-26	-1	4	1	-0.8	17
c1ccc(OCc2ccc(CCCN3CCOCC3)cc2)cc1
  0	-3	5	-47	-42	13	2	-1	1.3	12
Cc1ccc(C(=O)Nc2nccs2)cc1S(=O)(=O)N1CCCCC1
  -2	0	7	-5	-18	3	5	9	0.2	4
Cc1cc2oc(C(=O)NC3CCS(=O)(=O)C3)c(C)c2cc1C (stereo not drawn)
  19	-1	-10	9	7	13	-2	1	0.4	2
Cc1cccc(/C=N/c2sc3c(c2C#N)CCN(Cc2ccccc2)C3)c1O
  17	-7	-5	-12	-74	-5	-3	5	3.0	0
COc1ccc(C2SCC(C(=O)O)N2C(C)=O)cc1OC (stereo not drawn)
  -9	1	-3	-23	7	-2	-12	0	0.0	-3
COc1ccc(NC(=O)Cc2nnc(SCC(=O)NC3CCCCC3C)n2C)cc1 (stereo not drawn)
  8	-2	2	-29	5	-1	2	-5	-0.5	24
CCN=C(NCC)SC1CC(=O)N(c2ccc(OC)cc2)C1=O (stereo not drawn)
  -7	-2	4	-23	22	0	0	9	-0.1	5
CCCCn1c(NCCN(C)C)nc2c1c(=O)[nH]c(=O)n2C
  -5	-1	3	-10	15	-3	-1	11	-2.0	3
CCc1nnc(NC(=O)c2ccc3c(c2)C(=O)N(C(C)(C)C)C3=O)s1
  20	0	-7	-37	-145	14	9	-7	1.8	8
Cc1ccc(S(=O)(=O)NCCC(=O)NNC(=O)c2ccccc2O)cc1C
  -1	.	-10	.	0	-7	.	-21	0.1	12
Cc1nc2c(cc1C#N)C(=O)c1ccccc1-2
  -5	0	0	28	-5	-3	1	-3	-0.2	10
COc1cccc(/C=N/c2oc(-c3ccccc3)cc2C#N)c1O
  12	5	-11	-8	15	-3	2	-7	0.3	10
O=C(COc1ncnc2ccccc12)Nc1cc([N+](=O)[O-])ccc1Cl
  -4	2	-4	-14	-1	-2	-9	0	0.3	31
CCOC(=O)c1cnc(-n2nc(C)cc2C)nc1NCCO
  -2	-5	-9	-22	5	-6	-1	7	-0.4	7
CCN1CCN(C(=O)c2ccc(CNS(=O)(=O)c3cccc(OC)c3)cc2)CC1
  3	-2	-1	-14	-13	0	0	-5	-0.3	-9
COc1ccc(S(=O)(=O)N2CCOCC2)cc1NC(=O)COc1ccccc1
  -3	.	12	.	-1	-1	.	1	2.4	21

Later entries
Under each structure: HSF-1 act	HSP90 inh	HDAC3 inh	KLF5 inhibitor	aSyn 5UTR inh	HSF1 inh	IEC-6 tox	Platelet DG rel	HIF activator	AI-2 QS modul
O=C(CCCCn1c(=O)c2ccccc2n(CC(=O)Nc2ccccc2)c1=O)NCc1ccco1
  8	-9	5	-16	-2	-3	2	-4	-0.2	18
CN(C)S(=O)(=O)c1cc(NC(=O)COC(=O)CCc2ccccc2)ccc1Cl
  13	-2	9	-10	19	-7	-3	-2	-0.2	9
CC(C)Oc1ccc(C(=O)Nc2ccc(N3CCCCC3)cc2)cc1
  -2	-5	2	-21	-7	1	-1	3	0.6	11
O=C(NCCS(=O)(=O)NC1CCCC1)c1ccccc1
  8	.	-2	.	22	-4	.	-6	-37	11
COc1ccc(-n2c(=O)c3c4c(sc3n3c(=S)[nH]nc23)CCCC4)cc1
  3	2	-6	25	-11	-7	-3	1	0.1	60
O=C(CSc1cn[nH]n1)Nc1ccccc1C(F)(F)F
  14	-3	0	-8	-3	-1	3	2	-0.4	24
O=C(NC1CCCCC1)C1CCC(=O)N(Cc2cccc(C(F)(F)F)c2)C1 (stereo not drawn)
  -7	4	-10	-23	16	-4	8	3	-0.6	-4
CN1CCCN(C(=O)c2ccccc2Cl)CC1
  15	-1	-2	-49	5	-1	0	9	-16	11
COc1ccc(/C=N/Nc2nnc(C)n2N)cc1OC(C)=O
  80*	3	9	-26	-8	40	-7	0	-0.1	10
O=C(Cc1ccccc1)Nc1ccc(NC(=O)c2cccs2)cc1Cl
  14	4	0	4	-17	4	4	-9	0.1	11
CC(=O)Oc1cc2c(C(=O)NCCCN3CCOCC3)c(C)oc2c2ccccc12
  -3	-2	-5	-3	-17	1	-5	-5	0.0	51
Cc1nn(C2CCCCC2)c(N)c1-c1ccccc1
  1	-5	-6	-7	-27	9	-3	-2	0.6	28
CCCC(=O)NC(c1ccc(C(C)C)cc1)c1ccc2cccnc2c1O (stereo not drawn)
  -55	15	0	69*	83*	?	24*	-8	119*	17

Not a hit list. Share with any hit: about 5%.
